Shiga toxin inh = A qHTS for Small Molecule Inhibitors of Shiga Toxin; Vero cells, Shiga toxin protein synthesis inhibition reporter; inhibition, % at 38.7 µM; 290,000 tested, 9.2% active; AID 2315, 2010; in the data active means inhibition mostly above about 28%, no sharp cut-off; inactive means mostly below about 43%; further: 0% is about no effect
HCV inh = qHTS Assay for Inhibitors of Hepatitis C Virus (HCV); Potency, µM (top dose mostly 41.8 µM), for the others: at the top dose activity change, negative = inhibition, actives largely listed as inhibitors; 340,000 tested, 3.4% active; AID 651820, 2012; Huh7.5.1 HCVcc-Cre infection, luciferase reporter, 44 h; further: potency means the concentration at half of the fitted maximal effect; on the % scale 0 is the no-effect control and ±100 the full control effect
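1,000 cells/well; 4 h culture; + compound; + HCVcc-Cre (~0.5 moi); 44 h; luciferase substrate, RT 15 min; read 15 sec.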
Pf growth 48h = Primary qHTS for delayed death inhibitors of the malarial parasite plastid, 48 hour incubation; P. falciparum luciferase growth in erythrocytes, 48 h; Potency, µM (top dose mostly 28.7 µM), without a hit: at the top dose activity change, negative = inhibition, actives largely listed as inhibitors; 310,000 tested, 5.9% active; AID 504832, 2011; further: potency means the concentration at half of the fitted maximal effect; on the % scale 0 is the no-effect control and ±100 the full control effect
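Here the parasites carry a stable luciferase gene and grow inside erythrocytes in Albumax-based RPMI medium with compound for one erythrocytic cycle. Activity is scored as loss of luminescent signal.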
Pf growth 96h = Primary qHTS for delayed death inhibitors of the malarial parasite plastid, 96 hour incubation | Potency, µM (titrated, usually from 28.7 µM), for inactives: at the top dose activity change, negative = inhibition, usual class: inhibitors | 320,000 tested, 6.9% active | P. falciparum luciferase reporter growth, 96 h; further: potency means the concentration at half of the fitted maximal effect; on the % scale 0 is the no-effect control and ±100 the full control effect
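96 h incubation, 37 C, 5% CO2, of luciferase-reporter P. falciparum-infected RBCs (2% hematocrit, 0.05% parasitemia final) with test compounds; endpoint luminescence.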
CHX counter = Cycloheximide Counterscreen for Small Molecule Inhibitors of Shiga Toxin; cell reporter, cycloheximide protein synthesis inhibition counterscreen; max response, %; 300,000 tested, 12% active; in the data active means max response mostly above about 13%, no sharp cut-off; inactive means mostly below about 14%; further: read at 38.3 µM for the half of the compounds with a filed dose; 0% is about no effect
LmPK inhibitor = qHTS Assay for Inhibitors of Leishmania Mexicana Pyruvate Kinase (LmPK). Q27686. purified LmPK, Kinase-Glo ATP luminescence, 1 h. Potency, µM (series often up to 57.5 µM), inactives show at the top dose activity change, negative = inhibition, most hits filed as inhibitors. 290,000 tested, 0.37% active. AID 1721, 2009; further: potency means the concentration at half of the fitted maximal effect; on the % scale 0 is the no-effect control and ±100 the full control effect
Target sequence (Q27686 whole entry, looked up): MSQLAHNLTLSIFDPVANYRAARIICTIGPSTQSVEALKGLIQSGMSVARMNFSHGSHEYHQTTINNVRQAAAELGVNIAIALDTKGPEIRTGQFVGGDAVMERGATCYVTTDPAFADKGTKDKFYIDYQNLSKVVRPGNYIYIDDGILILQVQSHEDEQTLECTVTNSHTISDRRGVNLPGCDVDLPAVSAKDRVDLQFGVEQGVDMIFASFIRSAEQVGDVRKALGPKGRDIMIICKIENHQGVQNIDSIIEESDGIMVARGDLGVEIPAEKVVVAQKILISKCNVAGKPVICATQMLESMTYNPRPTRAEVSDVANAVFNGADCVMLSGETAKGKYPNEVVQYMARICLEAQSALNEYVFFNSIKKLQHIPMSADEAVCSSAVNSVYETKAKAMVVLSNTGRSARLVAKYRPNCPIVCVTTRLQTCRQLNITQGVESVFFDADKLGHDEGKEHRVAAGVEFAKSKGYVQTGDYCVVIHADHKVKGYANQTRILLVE
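ATP generated from ADP (0.1 mM) and PEP (0.5 mM) by 0.1 nM LmPK over 1 h at room temperature (pH 7.2 imidazole buffer) was detected by coupled luciferase luminescence. Values were normalized to uninhibited and no-enzyme wells.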
TbPYK inhibitor = qHTS of Trypanosoma Brucei Inhibitors; pyruvate kinase (Trypanosoma brucei), Q57TT1; TbPYK enzyme, Kinase-Glo Plus ATP luminescence, 45 min; Potency, µM (titrated, usually from 76.8 µM), inactives show top-dose activity, negative = inhibition, actives largely listed as inhibitors; 410,000 tested, 0.12% active; further: potency means the concentration at half of the fitted maximal effect; on the % scale 0 is the no-effect control and ±100 the full control effect; nearly all actives have a fitted effect of over 50% in size
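Activity of T. brucei pyruvate kinase was followed by Kinase-Glo Plus luminescence after the enzyme reacted 45 min at room temperature with 130 uM ADP (final) and substrate. Test compounds were added before ADP at multiple concentrations.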
An asterisk follows results filed as active; ? = inconclusive; · = not tested or not shown; + = active, no number; & = joins results of further samples; [ ] = dose if it differs, or a comment. Unless noted, the call rests on the fitted dose curve; in most records, active means well fitted curve in the direction sought with a large enough effect; inconclusive means small, poorly fitted or top-dose-only effect, or another doubt; inactive means no such curve, though single readings can be large; an effect the other way counts as inactive or inconclusive.

SMILES	Shiga toxin inh	HCV inh	Pf growth 48h	Pf growth 96h	CHX counter	LmPK inhibitor	TbPYK inhibitor
CC(=O)c1ccc(NC(=O)C2CCCN(S(=O)(=O)c3ccc(-n4cnnn4)cc3)C2)cc1 (stereo unspecified)	30	10%	?	26%	-2	-1%	7%
Cc1cc(C)c(NC(=O)C2CCCCN2C)c(C)c1 (stereo unspecified)	-12	12%	·	-5%	5	-1%	2%
Cc1ccc(N=C2NC(=O)CS2)c(C)c1	-3	23%	2%	21%	-3	4%	2%
Cc1ccc(NS(=O)(=O)c2c(C)[nH]c(C)c2C(=O)N2CCCC2)cc1	-7	8%	0%	66%[activator]	-2	2%	1%
COc1ccc(N2CCN(C(=O)C3(S(=O)(=O)c4ccc(C)cc4)CC3)CC2)cc1	-3	2%	24%	-10%	-2	0%	-14%
CCn1c(=O)n(CC)c2cc(N3CCCC3)c(NC(=O)c3ccc(F)cc3)cc21	-14	?	?	31%[activator]	-1	4%	-13%
COCCN(C(=S)Nc1ccccc1C)C(C)c1cccnc1 (stereo unspecified)	-9	12%	?	485%[activator]	2	2%	-9%
COC(=O)c1ccc(COC(=O)c2c(C)nn(Cc3ccccc3Cl)c2Cl)o1	-5	4%	?	-79%	11	0%	-3%
CCCCCCC(=O)Nc1cc2c(C)cc(=O)oc2cc1C	5	?	10%	27%	0	2%	3%
O=C(Nc1ccc(N2CCCCC2)cc1)c1ccc2ccccc2n1	78*	10µM*	345%[activator]	123%[activator]	29*	7%	-2%
COc1ccc2oc(C(=O)OCc3c(C)noc3C)c(C)c2c1	-14	?	-16%	-1%	3	0%	-9%
COc1ccc(CN2CCC(n3nccc3NC(=O)CCCc3ccccc3)CC2)cc1C	-2	10µM*	-14%	-14%	-6	7%	1%
O=C(O)CC1COc2ccccc2N1S(=O)(=O)c1ccc(Br)cc1 (stereo unspecified)	-4	21%	-6%	-5%	-1	-1%	-3%
CCOC(=O)C1=C(C)N(C)C(=S)NC1c1cc(OC)ccc1OC (stereo unspecified)	-10	-8%	-1%	-25%	3	9%	1%
COC(=O)Cc1ccc(NC(=O)c2cccs2)cc1	82*	-8%	94%[activator]	41%[activator]	49*	-28%	-1%
c1ccc(SCc2nc(-c3ccccn3)no2)cc1	40*	3%	131%[activator]	1%[5.75 µM]	58*	-3%	-5%
COc1ccc(C(=O)C(CN2CCOCC2)c2ccccc2)cc1 (stereo unspecified)	-7	?	·	?	2	1%	0%
CN1CCN(c2ccc(Cl)cc2NC(=O)c2ccc(=O)n(C)n2)CC1	-18	?	-11%	?	-3	2%	4%
CSC(=CC(=O)c1ccccc1)SC	66*	·	37%[activator]	68%[activator]	25*	-11%	2%
Cc1cc(Sc2nc(N)ncc2[N+](=O)[O-])ncn1	-7	?	31%[activator]	-12%	5	0%	11%
Cc1ccc(-c2sc(C)nc2CC(=O)O)cc1	15	2%	-7%	·	2	3%	-8%
O=C(N/N=C/C1CC2CCC1C2)c1c[nH]c2ccccc12 (stereo unspecified)	40	20%	19%	-11%	23*	-3%	1%
Cc1ccc(-c2c(C)n([O-])c3c([n+]2=O)CCCC3)cc1	5	22%	33%[activator]	?	-2	-1%	3%
COc1ccc(C(=O)Nc2cccc(S(C)(=O)=O)c2)cc1OC	16	5%	7%	-11%	9	-12%	1%
Cc1ccc(CNC(=O)C2CCCN(S(=O)(=O)c3cnc[nH]3)C2)cc1 (stereo unspecified)	-5	5%	24%	130%[activator]	4	-4%	2%
CN(C(=O)CSc1nncn1C)C1CCCN(Cc2ccccc2F)C1 (stereo unspecified)	2	3%	-21%	?	-2	4%	5%
CCOc1ccccc1NC(=O)NC(=O)N(C)S(C)(=O)=O	10	-4%	-12%	0%	0	-2%	11%
COc1cnc(-c2ccccc2)nc1OC	70	8%	38%[activator]	173%[activator]	21	0%	-1%
CC(=O)N1CCC(C(=O)c2ccc(Cl)cc2)CC1	-21	2%	·	0%	-1	0%	-2%
Cc1ccc(C)c(Oc2cc(NN3CCCCC3)c([N+](=O)[O-])cc2[N+](=O)[O-])c1	-5	7%	12%	53%[activator]	-4	-2%	-9%

Results in Pf growth 96h, Pf growth 48h and CHX counter, for 6 of the compounds above:
canonical_smiles | Pf growth 96h | Pf growth 48h | CHX counter
COc1ccc(C(=O)Nc2cccc(S(C)(=O)=O)c2)cc1OC | -11% | 7% | 9
Cc1ccc(CNC(=O)C2CCCN(S(=O)(=O)c3cnc[nH]3)C2)cc1 (stereo unspecified) | 130%[activator] | 24% | 4
CN(C(=O)CSc1nncn1C)C1CCCN(Cc2ccccc2F)C1 (stereo unspecified) | ? | -21% | -2
CCOc1ccccc1NC(=O)NC(=O)N(C)S(C)(=O)=O | 0% | -12% | 0
COc1cnc(-c2ccccc2)nc1OC | 173%[activator] | 38%[activator] | 21
CC(=O)N1CCC(C(=O)c2ccc(Cl)cc2)CC1 | 0% | · | -1

(cont.)
SMILES	Shiga toxin inh	HCV inh	Pf growth 48h	Pf growth 96h	CHX counter	LmPK inhibitor	TbPYK inhibitor
O=C(/C=C/c1ccccc1)Oc1ccc(C(=S)N2CCOCC2)cc1	-5	9%	5%	13%	15	2%	1%
O=C(NCc1nc2ccccc2[nH]1)C1=C[C@H](c2ccc(Br)cc2)C[C@H](OCc2ccc(CO)cc2)O1	1	-3%	?	?	-1	5%	1%
O=C(NCC1CCCO1)c1c(O)c2cccc3c2n(c1=O)CCC3 (stereo unspecified)	-22	?	0%	17%	-3	1%	-1%
CC1=C(C(=O)OC(C)(C)C)C(c2ccco2)C(C#N)=C(N)O1 (stereo unspecified)	-23	-13%	0%	2.1µM*	-6	5%	?
COc1ccc(NC(=S)N2CCCC2)cc1	23	22%	13%	17%	23	2%	-22%
Cc1cccc(C)c1NC(=O)CN(C)C(C)C(=O)NCC(=O)Nc1ccc(F)c(F)c1F (stereo unspecified)	·	-10%	-1%	10%	·	·	2%
NS(=O)(=O)c1ccc(S(=O)(=O)N2CCCC2)cc1	-9	15%	·	?	-5	-1%	-12%
O=C(Nc1nncs1)C(Sc1ccccc1)c1ccccc1 (stereo unspecified)	-7	9%	-19%	-13%	-4	3%	-4%
CN(CC(=O)Nc1cccc(F)c1)C(=O)/C=C/c1ccc2ccccc2n1	3	3%	9%	1%	0	-3%	-2%
C/C(Cn1nc([N+](=O)[O-])cc1C)=N\NC(=O)COc1ccccc1[N+](=O)[O-]	+	1%	34%[activator]	47%[activator]	25*	0%	6%
CCOc1ccccc1Nc1ncnc2c1cnn2-c1ccccc1	-3	?	?	?	9	5%	0%
O=C(NCc1ccccn1)C1CCCN(S(=O)(=O)c2cccc3nsnc23)C1 (stereo unspecified)	17	-4%	·	-23%	-5	15%	-2%
N=c1oc2ccc(Br)cc2cc1C(=O)NCc1ccccc1	-2	·	-7%	?	0	4%	4%
COc1cc2cc(C(=O)N/N=C/c3ccccc3Cl)[nH]c2cc1OC	-10	?	?	?	1	9%	-4%
CC12CCC(C/C1=N\N=C1\NC(=O)/C(=C\c3ccc(Cl)cc3)S1)C2(C)C (stereo unspecified)	-11	20%	40%[activator]	?	10	3%	-5%
N/C(=N\NC(=O)Nc1ccccc1)c1ccccn1	57*	12%	41%[activator]	38%[activator]	45*	-1%	0%
Cc1ccccc1CSc1nc(C(C)(C)C)cc(=O)[nH]1	17	3%	19%	29%	-6	1%	-5%
COc1nnc(-c2ccc(N3CCCCC3)c(NC(=O)C3CCCCC3)c2)c2ccccc12	-15	-9%	20%	·	-2	1%	-2%
CC1=CC2=NC(=O)/C(=C\c3cc(C)n(-c4ccccc4F)c3C)C(=N)N2O1	59*	?	10µM*	?	29*	-4%	-3%
Cc1ccc(-c2cn3c(=O)cc(C)[nH]c3n2)cc1	49	2%	144%[activator]	393%[activator]	26*	0%	-14%
COc1ccc(OC)c(-n2c(CNC3CCN(Cc4ccccc4)CC3)nc3ccccc3c2=O)c1	-15	-1%	·	12µM*	-5	-2%	4%
CC1=NC(C(F)(F)F)(C(F)(F)F)C(C#N)=C(C)N1	-3	4%	3%	·	-3	-1%	-2%
COc1ccc(OCCC(=O)NCC23CC4CC(CC(C4)C2)C3)cc1	-10	5%	?	6%[5.75 µM]	-1	0%	1%
O=C(Nc1nnc(S(=O)(=O)N2CCOCC2)s1)c1cccc(Br)c1	31*	7%	-14%	-1%	8	-3%	0%&-4%
Cc1ccc(N2CC(c3nc4ccccc4[nH]3)CC2=O)c(C)c1 (stereo unspecified)	-7	1%	?	-8%	1	6%	-10%
CC(C)CCNC(=O)C(c1ccc(O)cc1)N(Cc1ccco1)C(=O)CCC(=O)Nc1nccs1 (stereo unspecified)	-10	-4%	?	?	-4	-6%	-7%
COc1ccc(CNC(=O)C(c2cccc(C)c2)N(C(=O)c2csnn2)C2CC2)cc1 (stereo unspecified)	28	-5%	-15%	?	1	-9%	-1%
COc1ccc(NC(=O)C2CCCN2C(=O)OCc2ccccc2)cc1 (stereo unspecified)	-5	7%	9%	10%	1	3%	1%
Cc1csc(=O)n1CC(=O)OCC(=O)NNC(=O)c1ccc(Cl)cc1	·	-2%	34%[activator]	17%	·	·	0%
O=C(CSc1ncccc1C(=O)O)c1cccc(C(F)(F)F)c1	39	-18%	241%[activator]	109%[activator]	22	5%	-3%

4 entries picked at random from those above, as already listed:
SMILES	Shiga toxin inh	HCV inh	Pf growth 48h	Pf growth 96h	CHX counter	LmPK inhibitor	TbPYK inhibitor
Cc1ccc(N2CC(c3nc4ccccc4[nH]3)CC2=O)c(C)c1 (stereo unspecified)	-7	1%	?	-8%	1	6%	-10%
COc1ccc(OCCC(=O)NCC23CC4CC(CC(C4)C2)C3)cc1	-10	5%	?	6%[5.75 µM]	-1	0%	1%
COc1ccc(CNC(=O)C(c2cccc(C)c2)N(C(=O)c2csnn2)C2CC2)cc1 (stereo unspecified)	28	-5%	-15%	?	1	-9%	-1%
Cc1csc(=O)n1CC(=O)OCC(=O)NNC(=O)c1ccc(Cl)cc1	·	-2%	34%[activator]	17%	·	·	0%

Additional structures.
SMILES	Shiga toxin inh	HCV inh	Pf growth 48h	Pf growth 96h	CHX counter	LmPK inhibitor	TbPYK inhibitor
Cc1cccc(-c2nc(CN3CCCC(C(=O)NC4CCCCC4)C3)c(C)o2)c1 (stereo unspecified)	-12	32µM*	?	27%	2	-1%	-9%
O=C(Nc1ccccc1N1CCCC1)C1CC(=O)N(Cc2ccccc2)C1 (stereo unspecified)	·	-5%	2%	14%	·	·	-4%
CCc1ccc(NC(=O)CS(=O)CC(=O)N2CCN(c3ccccc3F)CC2)cc1 (stereo unspecified)	9	-20%	1%	10%	3	-1%	-4%
Cc1c(Cl)ccc(S(=O)(=O)Nc2cccnc2)c1Cl	-3	15%	20%	-41%	-2	0%	-1%
C=CCn1c(=N)n(CC(=O)c2ccc(Br)s2)c2ccccc21	-15	?	12µM*	13µM*	-3	0%	-8%
COc1ccc(/C=N/NC(=O)c2cccc([N+](=O)[O-])c2)cc1OC	17	2%	8%	-25%	1	2%	2%
CSC1=N/C(=C\c2ccc(C)o2)C(=O)S1	-12	11%	·	11%	5	3%	3%
O=c1oc2ccccc2cc1NCc1ccccc1O	123*	?	90%[activator]	?	55*	-3%	-2%
